# BRCT inh green: qHTS Assay for Inhibitors of BRCT-Phosphoprotein Interaction (Green Fluorophore). Breast cancer type 1 susceptibility protein (Homo sapiens), P38398. BRCA1 BRCT-phosphopeptide binding, green fluorescence polarization. Potency, µM (doses to about 76.9 µM), for the others: top-dose activity change, negative = inhibition, most hits filed as inhibitors. 75,000 tested, 0.05% active. AID 875, 2007;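 note: potency is the fitted concentration of half-maximal effect; plate controls were peptide without protein for full effect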
#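 Fluorescence polarization: His-tagged BRCT (~35 kDa BRCA1 C-terminus, 250 nM) bound to 100 nM fluorescein-labeled phosphorylated 10-aa BACH1 peptide, pH 7.3 phosphate buffer with DTT and Tween 20. Compounds incubated 12 min at room temperature; inhibition read as lowered polarization.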
# Fluorescein fluor: qHTS Assay for Spectroscopic Profiling in Fluorescein Spectral Region | max fluorescein-equivalent concentration, M | Compound autofluorescence, 480/540 nm, fluorescein-equivalent; stronger effect = higher value | 59,000 tested, 0.91% active; in the data active = max fluorescein-equivalent concentration above about 10 nM; inconclusive = between about 1.1 nM and that limit
#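 Tris 100 mM pH 8.0; 15 min RT; CCD read, ex 480/em 540 nm. Output: fluorescein-equivalent concentration per compound concentration, from six-point dye series on each plate.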
# HEK293 cAMP cs: qHTS Assay for Agonists of the Thyroid Stimulating Hormone Receptor: Activators of Intracellular cAMP Concentrations in Parental HEK 293; Potency, µM (series often up to 57.1 µM), inactives show at the highest dose activation, usual class: activators; AID 938, 2007; 73,000 tested, 2.5% active; parental HEK293 CNG cAMP sensor, membrane potential fluorescence; note: potency is the fitted concentration of half-maximal effect; % of control where 0% means no effect; nearly all actives have a fitted effect of over 55% in size
#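 Parental HEK 293 cells stably expressing a cAMP-gated CNG channel were loaded with membrane potential dye containing 100 uM RO 20-1724 for 60 min. Compound added for 30 min; depolarization read as fluorescence intensity at 590 nm.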
# USP2a inhib: qHTS Assay for Inhibitors of Ubiquitin-specific Protease USP2a; Ubiquitin carboxyl-terminal hydrolase 2 (Homo sapiens), O75604; USP2a enzymatic assay, qHTS inhibition; Potency, µM (series often up to 38.3 µM), for the others: top-dose activity change, negative = inhibition, actives largely listed as inhibitors; 60,000 tested, 0.1% active;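 note: potency is the fitted concentration of half-maximal effect; nearly all actives have a fitted effect of over 60% in size; plate controls were DMSO for no effect and NEM full inhibition control for full effect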
# Target sequence (O75604 whole entry, looked up): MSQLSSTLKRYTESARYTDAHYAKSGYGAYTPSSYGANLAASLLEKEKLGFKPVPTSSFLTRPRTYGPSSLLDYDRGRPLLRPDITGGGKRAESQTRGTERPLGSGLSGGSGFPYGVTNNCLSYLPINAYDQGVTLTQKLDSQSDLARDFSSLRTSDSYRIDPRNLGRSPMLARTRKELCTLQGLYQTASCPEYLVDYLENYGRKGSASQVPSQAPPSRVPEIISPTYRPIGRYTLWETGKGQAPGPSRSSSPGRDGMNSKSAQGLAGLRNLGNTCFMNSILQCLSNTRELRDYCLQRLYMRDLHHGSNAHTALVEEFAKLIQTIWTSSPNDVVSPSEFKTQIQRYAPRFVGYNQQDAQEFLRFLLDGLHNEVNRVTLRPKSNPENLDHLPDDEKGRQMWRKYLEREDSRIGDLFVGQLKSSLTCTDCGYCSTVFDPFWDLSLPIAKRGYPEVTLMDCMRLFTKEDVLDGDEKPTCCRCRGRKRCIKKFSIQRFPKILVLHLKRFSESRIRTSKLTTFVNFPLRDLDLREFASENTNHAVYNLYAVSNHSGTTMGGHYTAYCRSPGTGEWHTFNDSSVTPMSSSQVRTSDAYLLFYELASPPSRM
#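 USP2 core (20nM final) preincubated 30 min RT with compound, then Ub-PLA2 20nM and NBD C6-HPC 20uM final added; buffer 20mM Tris-HCl pH 8.0, 2mM CaCl2. Fluorescence Ex 460/Em 535 read at 0 and 2.5 h; normalized to NEM.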
# BRCT PPI red: qHTS Assay for Inhibitors of BRCT-Phosphoprotein Interaction (Red Fluorophore). 75,000 tested, 0.03% active. Breast cancer type 1 susceptibility protein (Homo sapiens), P38398. BRCT-phosphopeptide binding, red fluorescence polarization. Potency, µM (top dose mostly 76.9 µM), without a hit: top-dose activity change, negative = inhibition, actives largely listed as inhibitors; note: % is set by controls: 0 for no effect and ±100 for the full control effect
#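 Fluorescence polarization: 100 nM His-tagged BRCA1 BRCT with 100 nM TAMRA-labelled phospho-BACH1 decapeptide, phosphate buffer pH 7.3 with 150 mM NaCl, DTT, 0.01% Tween 20; 12 min RT. Binding inhibition seen as FP decrease.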
# Rhodamine fluor: qHTS Assay for Spectroscopic Profiling in Rhodamine Spectral Region | 59,000 tested, 0.05% active | AID 594, 2007 | Rhodamine-region fluorescence, 547/598 nm, Tris buffer; stronger effect = higher value | max dye-equivalent concentration, M; in the data active = max dye-equivalent concentration above about 11 nM; inconclusive = between about 1.1 nM and that limit
#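 Compound fluorescence in 100 mM Tris, pH 8.0, read after 15 min at room temperature with 547 nm excitation and 598 nm emission. Output is dye-equivalent concentration from an on-plate rhodamine standard series.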
# Texas Red fluor: qHTS Assay for Spectroscopic Profiling in Texas Red Spectral Region. 59,000 tested, 0.06% active. Compound fluorescence, Texas Red channel, 547/618 nm; stronger effect = higher value. max dye-equivalent concentration, M; in the data active = max dye-equivalent concentration above about 10 nM; inconclusive = between about 1.1 nM and that limit
#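 Compound titrations in 100 mM Tris pH 8.0 were incubated 15 min at room temperature and read at 547 nm excitation / 618 nm emission. Texas Red six-point standard curve on each plate converted fluorescence to dye-equivalent concentration.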
# Casp7 inh: qHTS Assay for Allosteric/Competitive Inhibitors of Caspase-7; 75,000 tested, 0.02% active; AID 889, 2007; recombinant caspase-7, Ac-DEVD-AFC fluorescence rate; Potency, µM (top dose mostly 57.5 µM), inactives show top-dose activity change, negative = inhibition, actives largely listed as inhibitors; P55210; active = well fitted inhibition curve with a large enough effect in the main read-out, with a control signal flat, not every such curve was filed as active; inconclusive = small, poorly fitted or top-dose-only effect, or a change in a side signal; note: potency is the fitted concentration of half-maximal effect; % of control where 0% means no effect
# A350 fluor: qHTS Assay for Spectroscopic Profiling in A350 Spectral Region | max dye-equivalent concentration, M | Compound autofluorescence, 340/450 nm, Alexa 350 dye-equivalents; stronger effect = higher value | 59,000 tested, 11% active | AID 590, 2007; in the data active = max dye-equivalent concentration above about 10 nM; inconclusive = mostly about 1.1 nM to 9.6 nM
# 4MU fluor: qHTS Assay for Spectroscopic Profiling in 4-MU Spectral Region. compound autofluorescence, 340/450 nm, 4-MU equivalents; stronger effect = higher value. 59,000 tested, 11% active. max dye-equivalent concentration, M; in the data active = max dye-equivalent concentration above about 10 nM; inconclusive = mostly about 1.1 nM to 9.6 nM
#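 Compounds in 100 mM Tris, pH 8.0, sat 15 min at room temperature before fluorescence was read at 340 nm excitation/450 nm emission; a per-plate six-point 4-MU standard curve converted signals to dye-equivalent concentration at each compound concentration.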
# Casp1 inh: qHTS Assay for Allosteric/Competitive Inhibitors of Caspase-1; 75,000 tested, 0.03% active; Caspase-1 enzyme, Ac-WEHD-AFC fluorogenic rate; Potency, µM (top dose mostly 57.5 µM), without a hit: at the highest dose activity change, negative = inhibition, hits mostly inhibitors;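 note: potency is the fitted concentration of half-maximal effect; plate controls were vehicle for no effect and no substrate for full effect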
# Target sequence (P29466 120-297 limits assumed): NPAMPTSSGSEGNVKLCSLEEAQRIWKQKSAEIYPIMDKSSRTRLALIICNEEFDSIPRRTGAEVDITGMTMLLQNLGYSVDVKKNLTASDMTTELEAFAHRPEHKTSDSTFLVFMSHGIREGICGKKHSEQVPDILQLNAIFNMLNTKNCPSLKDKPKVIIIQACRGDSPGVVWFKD
# Target sequence (P29466 317-404 limits assumed): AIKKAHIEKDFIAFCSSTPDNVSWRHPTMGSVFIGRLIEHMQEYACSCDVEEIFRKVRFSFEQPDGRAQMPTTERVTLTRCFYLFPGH
# Numbers without * were called inactive; i = inactive; ? = inconclusive; · = no result given; [ ] = dose if it differs, or a comment. Unless noted, calls come from the whole dose curve; as a rule, active = well fitted curve in the direction sought with a large enough effect; inconclusive = small, poorly fitted or top-dose-only effect, or another doubt; inactive = no such curve, though single readings can be large; an effect the other way counts as inactive or inconclusive. These rows are one share of the data; the hit share may differ from the screen's.
mol	BRCT inh green	Fluorescein fluor	HEK293 cAMP cs	USP2a inhib	BRCT PPI red	Rhodamine fluor	Texas Red fluor	Casp7 inh	A350 fluor	4MU fluor	Casp1 inh
CCOC(=O)N1CCN(C(=O)c2ccc(Cn3c(=S)[nH]c4cc5c(cc4c3=O)OCO5)cc2)CC1	2.1%	i	17%	40%[activator]	-1.1%	i	i	-8%	?	i	-2%
COc1ccccc1C(=O)NCCn1cc(SCC(=O)Nc2cc(C)on2)c2ccccc21	-2.6%	i	?	30%	-0.4%	i	i	-2%	i	i	-2%
Cc1cc2c(c(=O)n1CCN(C)C)C(c1ccc(Br)cc1)C(C#N)=C(N)O2 (stereo unspecified)	-0.8%	i	7%	9%	0.8%	i	i	-2%	i	i	1%
COC(=O)c1cc2ccsc2n1CC(=O)Nc1ccc(N(C)C)cc1	-2.1%	i	-3%	5%	-1.0%	i	i	1%	i	i	0%
COc1ccc(C(=O)NCC(c2cccnc2)N2CCN(c3ccccc3)CC2)cc1OC (stereo unspecified)	-0.5%	·	8%	·	1.2%	·	·	2%	·	·	5%
COc1ccc(Cc2nn3c(-c4ccccc4Br)nnc3s2)cc1	2.2%	i	?	15%	-0.1%	i	?	-2%	i	i	-1%
COc1cccc(-c2noc(CCC(=O)Nc3cccnc3)n2)c1	-2.2%	i	18%	6%	0.6%	i	i	-1%	?	i	2%
O=C(Nc1c(-c2ccccc2)nc2ccccn12)c1ccco1	0.3%	?	5%	-5%	0.6%	i	i	0%	i	i	2%
Cc1cc(NC(=O)c2ccc3c(c2)C(=O)N(C2CCCCC2)C3=O)no1	-4.5%	·	1%	3%	-0.1%	·	·	-1%	·	·	-2%
Cc1ccccc1CN1CCN(CC(=O)NCCCN2CCN(c3ccc(F)cc3)CC2)C1=O	0.3%	i	25%	22%	-0.1%	i	i	1%	i	i	1%
CCCN1CCC(N(C)CCc2ccc(OC)c(OC)c2)CC1	-1.0%	·	17%	2%	1.6%	·	·	1%	·	·	1%
CCCCCCOC(=O)C(C#N)c1nc2ccccc2nc1N1CCOCC1 (stereo unspecified)	0.5%	?	?	12%	1.4%	i	i	?	5.1e-08M*	3.8e-08M*	?

# The final 5 records of the part above are carried over, then new ones follow.
mol	BRCT inh green	Fluorescein fluor	HEK293 cAMP cs	USP2a inhib	BRCT PPI red	Rhodamine fluor	Texas Red fluor	Casp7 inh	A350 fluor	4MU fluor	Casp1 inh
O=C(Nc1c(-c2ccccc2)nc2ccccn12)c1ccco1	0.3%	?	5%	-5%	0.6%	i	i	0%	i	i	2%
Cc1cc(NC(=O)c2ccc3c(c2)C(=O)N(C2CCCCC2)C3=O)no1	-4.5%	·	1%	3%	-0.1%	·	·	-1%	·	·	-2%
Cc1ccccc1CN1CCN(CC(=O)NCCCN2CCN(c3ccc(F)cc3)CC2)C1=O	0.3%	i	25%	22%	-0.1%	i	i	1%	i	i	1%
CCCN1CCC(N(C)CCc2ccc(OC)c(OC)c2)CC1	-1.0%	·	17%	2%	1.6%	·	·	1%	·	·	1%
CCCCCCOC(=O)C(C#N)c1nc2ccccc2nc1N1CCOCC1 (stereo unspecified)	0.5%	?	?	12%	1.4%	i	i	?	5.1e-08M*	3.8e-08M*	?
C=CCOc1ccccc1/C=c1\sc2nc(-c3oc4ccccc4c3C)nn2c1=O	1.1%	?	8%	27%	-0.5%	i	i	-2%	?	i	-7%
CC(C)(C)NC(=O)COC(=O)Cc1ccc(Cl)cc1	-0.6%	i	14%	7%	0.6%	i	i	1%	i	i	1%
O=C(O)CCCCC1SCC2NC(=O)NC21 (stereo unspecified)	-2.3%[3.08 µM]	·	·	-7%	0.2%	·	·	-3%	·	·	4%
OCC1OC(c2ccccc2)C=CC1Oc1ccc(C2CCCC2)cc1 (stereo unspecified)	-0.7%[15.4 µM]	·	-2%[11.4 µM]	·	0.0%[15.4 µM]	·	·	-1%[11.5 µM]	·	·	4%[11.5 µM]
CCOC(=O)C1CCN(Cc2ccc(F)c(Br)c2)CC1	-0.5%	·	24%	3%	-0.5%	·	·	0%	·	·	-4%
CCCOC(=O)CSC1=C(C#N)C(c2ccccc2OC)C(C#N)C(=O)N1 (stereo unspecified)	·	?	·	·	·	i	i	·	?	i	·
CCCC(=O)Nc1ccc2c(c1)C(=O)N(CCC(=O)O)C2=O	1.3%	?	-1%	-1%	-1.1%	i	i	-9%	7.6e-07M*	6.2e-07M*	-6%
O=c1c(-c2ccc(F)c(F)c2)nc2cncnc2n1Cc1ccccc1Cl	-0.6%	i	-11%	53%[activator]	-1.5%	i	?	-9%	i	i	-10%
COC(=O)CSc1nc2c(c(=O)n(C)c(=O)n2C)n1CCC(C)C	·	i	·	·	·	i	i	·	i	i	·
C=CCSc1nnc(-c2ccccc2NC(=O)CC)c(=O)[nH]1	-2.0%	i	?	-4%	-1.3%	i	?	-1%	i	i	-1%
COC(=O)c1ccc(-c2ccco2)n1Cc1nc(-c2ccc(OC)c(OC)c2)oc1C	1.4%	·	25%	·	-0.4%	·	·	-5%	·	·	-5%
CCOC(=O)Cc1csc(NC(=O)CSc2nnc(Cc3csc(N)n3)n2C)n1	-1.4%	?	-3%	6%	0.4%	i	i	-2%	i	i	-1%
Cc1ccc(N2CC(C(=O)N3CCN(c4ccccc4)CC3)CC2=O)cc1 (stereo unspecified)	-0.3%	i	-16%	13%	0.1%	i	?	-1%	i	i	-1%
CCOc1ccccc1-c1nnc(SCC(=O)Nc2ccccc2)o1	-1.6%	i	11%	4%	0.2%	i	?	0%	i	i	0%
CC(C)(CSc1nncn1N)NS(=O)(=O)c1ccc(Cl)cc1	-1.1%	i	4%	1%	0.8%	i	i	-1%	i	i	2%
Clc1ccc(OCCN2CCN(c3ncnc4sccc34)CC2)cc1	2.0%	i	?	27%	-0.7%	i	i	-6%	i	i	-2%
COC(=O)CCCc1nc2ccccc2s1	-2.5%	i	4%	-6%	-0.5%	i	?	0%	?	?	-1%
Cc1cc2c(cc(C(=O)NCCCN3CCOCC3)n2Cc2ccc(Cl)cc2)o1	0.4%	·	-3%	·	2.0%	·	·	-10%	·	·	-6%
CCOc1ccc(OCC)c(NC(=O)CN2CCC(NC(=O)c3cccc(F)c3)CC2)c1	-0.6%	?	0%	30%[activator]	-0.2%	i	i	-1%	i	i	1%
COc1cccc2cc(C(=O)C3=C(O)C(=O)N(CCN(C)C)C3c3ccc(F)cc3)oc12 (stereo unspecified)	-1.7%	i	0%	52%[activator]	-0.4%	i	i	-3%	i	i	-5%
Cn1cc(S(=O)(=O)CC(=O)Nc2ccc3c(c2)OCO3)c2ccccc21	1.1%	i	1%	40%[activator]	-0.9%	i	i	-3%	i	i	2%
CCCn1c(C)nc2c(N(C)CCN(C)C)nc(C)nc21	-3.6%	·	9%	·	-2.9%	·	·	1%	·	·	1%
CCOC(C)(C)C	-1.4%	·	15%	·	-1.7%	·	·	0%	·	·	1%
CSC(N)=NCCCC(N)C(=O)O (stereo unspecified)	0.4%	·	·	-3%	1.4%	·	·	0%	·	·	-1%
Clc1ccc(CSc2nnc([C@@H]3CCCN3)o2)cc1Cl	0.3%	i	17%	6%	1.2%	i	i	-1%	i	i	-2%
Cn1c(=O)c2cc(S(=O)(=O)N3CCC(c4ccccc4)CC3)ccc2n(C)c1=O	0.5%	i	19%	30%[activator]	-0.2%	i	i	0%	i	i	-1%
COc1ccc(OCC(=O)Nc2cccc(C(C)=O)c2)cc1	-0.8%	·	8%	-4%	-1.8%	·	·	-1%	·	·	4%
O=C(c1ccc(N2CCOCC2)nc1)N1CCCCC1	-1.5%	?	12%	-25%	0.8%	i	i	-1%	?	?	0%
CC(C)N(Cc1nc(-c2ccccc2)no1)C(=O)c1ccc2c(c1)OCO2	-5.2%	?	5%	-2%	-1.1%	i	?	1%	i	i	-1%
COc1cc(NC(=O)c2cc(C)on2)cc(OC)c1OC	-0.1%	i	2%	3%	0.9%	i	i	-1%	i	i	-2%
CC1CCCN(C(=O)CN2C(=O)c3ccccc3C2=O)C1 (stereo unspecified)	-2.5%	·	27%[11.4 µM]	4%[7.66 µM]	0.0%	·	·	-1%	·	·	0%
CC1(C)CC(=O)c2sc(NC(=O)CN3CCOCC3)nc2C1	0.3%	i	-1%	5%	-1.7%	i	i	1%	2.2e-08M*	2.5e-08M*	-1%
CS(=O)(=O)NCCSc1nnnn1-c1ccccc1	-1.8%	?	0%	-2%	-0.1%	i	i	1%	i	i	-1%
